# Source: PubChem (several laboratories)
# PKA-R2B act – PKA-R2B complex activation; P22694+P31323; PKA-R2B holoenzyme dissociation, Cy5-IP20 fluorescence polarization; R2B truncated from residue 108, S112A mutant; 0% DMSO only, 100% 113 µM cGMP; 340,000 tested, 0.079% active; activation, % at 11.4 µM;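 active = activation above a cutoff set at the mean over all compounds plus 3 SD, cut at about 18% in these data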;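 also: higher means more holoenzyme dissociation and a rise in polarization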
# Target sequence (P31323 whole entry, looked up, other chains not shown, the tested form may be a part): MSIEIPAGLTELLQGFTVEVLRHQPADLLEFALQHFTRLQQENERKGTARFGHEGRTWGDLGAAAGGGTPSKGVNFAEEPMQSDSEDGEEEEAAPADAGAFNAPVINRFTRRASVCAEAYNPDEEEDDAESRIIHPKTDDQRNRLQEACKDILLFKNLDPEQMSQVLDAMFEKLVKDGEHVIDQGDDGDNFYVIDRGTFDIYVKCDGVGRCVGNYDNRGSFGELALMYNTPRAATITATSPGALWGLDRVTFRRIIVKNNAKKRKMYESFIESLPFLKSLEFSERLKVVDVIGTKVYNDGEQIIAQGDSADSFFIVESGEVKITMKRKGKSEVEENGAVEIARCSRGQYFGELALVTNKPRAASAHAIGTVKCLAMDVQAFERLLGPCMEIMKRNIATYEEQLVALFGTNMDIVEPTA
# OPRM1-OPRD1 inv – inverse agonist of human OPRM1-OPRD1 heterodimerization; cell-based MOR-DOR heterodimer luminescence, inverse agonism; 340,000 tested, 0.21% active; inhibition, % at 9.3 µM; AID 504357; in the data active = inhibition above about 22%, passing the limit was not always enough;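 also: 0% = cells with DMSO and 100% = wells without cells with DMSO; values of inactives mirror those of a sister screen read the other way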
# Arr AP2 block – human beta-arrestin and AP2 interaction inhibition; inhibition, % at 10 µM; FITC-arrestin peptide / GST-AP2 beads, flow cytometry; AP2 beta2 appendage carries R879A mutation; 340,000 tested, 0.31% active;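 active = inhibition above a set limit, near 3 SD of compounds lacking own fluorescence, cut at about 54% in these data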;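 also: plate controls were DMSO wells for no effect and 5 µM unlabelled arrestin peptide for full effect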
#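 System: GST-AP2 R879A glutathione beads; medium: PBS, Tween 20 0.05%, BSA 0.1%; reagent: fluorescein-tagged arrestin peptide at 50 nM final; schedule: pre-incubation 12 min, peptide binding 1 h, room temperature; detection: flow cytometry, FL1 (488/535 nm); read-out: inhibition as reduced fluorescein signal on beads, percent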
# OPRM1-OPRD1 ag – OPRM1-OPRD1 heterodimerization agonism; activation, % at 9.3 µM; 340,000 tested, 0.3% active; cells, luminescence; P35372+P41143; in the data active = activation above about 18%;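 also: 0% = vehicle-treated cells and 100% = reference agonist; values of inactives mirror those of a sister screen read the other way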
# PKA-R1A act – PKA-R1A complex activation | 340,000 tested, 0.083% active | PKA-R1A dissociation, Cy5-IP20 fluorescence polarization; scaled: DMSO 0%, 113 µM cGMP 100% | P00514+P68181 | activation, % at 11.4 µM | AID 504707;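 active = percent activation above the mean of all tested compounds plus 3 SD, cut at about 19% in these data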;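 also: higher means more PKAc released from R1A so a rise in polarization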
# V-ATPase pH – yeast V-ATPase proton transport regulation by pHLuorin. S. cerevisiae, pHLuorin cytosolic pH fluorescence. response, % at 10 µM. 350,000 tested, 0.37% active; in the data active = response mostly above about 7.3%, no sharp cut-off; inactive = mostly below about 5.4%; also: actives read high; inactives centre near 0; some compounds called inactive have numbers as strong as hits; reference of the scale not given here
# DAGLB inhibitor – blocks human DAGLB lipase activity; HEK293T DAGLB membrane lysate, EnzChek fluorogenic substrate; inhibition, % at 5.17 µM; 340,000 tested, 0.059% active; Q8NCG7; AID 504411; in the data active = inhibition above about 34%;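 also: 0% = enzyme with vehicle and 100% = wells lacking enzyme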
# Target sequence (Q8NCG7 whole entry, looked up): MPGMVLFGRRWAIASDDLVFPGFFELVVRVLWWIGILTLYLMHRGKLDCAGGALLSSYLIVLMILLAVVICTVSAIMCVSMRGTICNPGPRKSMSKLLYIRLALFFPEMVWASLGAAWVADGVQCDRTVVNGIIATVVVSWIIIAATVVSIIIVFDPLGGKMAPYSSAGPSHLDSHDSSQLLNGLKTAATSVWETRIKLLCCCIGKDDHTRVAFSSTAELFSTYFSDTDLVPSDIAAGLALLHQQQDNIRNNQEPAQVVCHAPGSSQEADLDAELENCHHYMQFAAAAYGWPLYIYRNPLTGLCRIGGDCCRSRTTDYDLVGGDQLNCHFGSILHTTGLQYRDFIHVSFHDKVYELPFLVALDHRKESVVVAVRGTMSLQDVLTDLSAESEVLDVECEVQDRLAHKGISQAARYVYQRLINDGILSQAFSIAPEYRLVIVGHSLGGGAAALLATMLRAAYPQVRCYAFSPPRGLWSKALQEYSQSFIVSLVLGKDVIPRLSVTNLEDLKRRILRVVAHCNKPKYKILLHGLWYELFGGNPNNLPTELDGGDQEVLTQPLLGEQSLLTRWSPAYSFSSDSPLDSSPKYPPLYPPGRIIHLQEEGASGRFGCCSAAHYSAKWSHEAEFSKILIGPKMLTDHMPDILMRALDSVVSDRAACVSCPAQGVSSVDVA
# DSG3 Ab inh – inhibitors of pemphigus antibody binding to human desmoglein-3; P32926; DSG3-coupled beads, scFv-anti-DSG3-GFP binding, flow cytometry; active compounds read low; 310,000 tested, 0.48% active; binding (percent of control), % at 10 µM; AID 588358;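 active = binding more than 3 SD below its plate's average and above zero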;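 also: hits lower antibody fragment binding to DSG3; some compounds called inactive have numbers as strong as hits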
# HTR5A inv ag – counter-screen for OPRM1-OPRD1 inverse agonists: human HTR5A inverse agonism; 340,000 tested, 0.083% active; P47898; inhibition, % at 9.3 µM; HTR5A cell line, luminescence; in the data active = inhibition mostly above about 23%, no sharp cut-off; inactive = mostly below about 18%;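 also: 0% = cells with DMSO and 100% = no-cell wells with DMSO; some compounds called inactive have numbers as strong as hits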
# HTR5A ag – counter-screen for OPRM1-OPRD1 agonists: human HTR5A agonism | P47898 | HTR5A agonist assay, luminescence, cell-based | activation, % at 9.3 µM | 340,000 tested, 0.61% active | AID 504692; in the data active = activation mostly above about 9.5%, no sharp cut-off; inactive = mostly below about 7.6%;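 also: 0% = cells with vehicle only and 100% = reference agonist; strong numbers were not always called active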
# * marks the source's active call; other numbers are inactive results; . = no result given.
SMILES,PKA-R2B act,OPRM1-OPRD1 inv,Arr AP2 block,OPRM1-OPRD1 ag,PKA-R1A act,V-ATPase pH,DAGLB inhibitor,DSG3 Ab inh,HTR5A inv ag,HTR5A ag
COc1ccc(/C=N/Nc2nc(-c3cccnc3)nc3ccccc23)cc1OC,-4.8,-8.9,14.2,1.7,-4.3,-4.4,0.2,112.9,-12.2,1.6
CCCOc1ccc(NC(=O)c2cc3cc(C)ccc3[nH]2)cc1,-0.7,10.2,-15.1,-2.0,14.8,-1.1,3.8,111.5,-22.9,8.2
CCOc1ccc(N(C(=O)CNC(=O)c2ccco2)C(C(=O)NC2CCCC2)c2ccco2)cc1 (configuration not stated),-5.0,17.9,-40.7,-3.2,-10.5,-2.6,0.2,87.7,5.3,-2.2
O=C(O)C12CC3CC(C1)CC(n1ncc(N4CCN(c5ccccc5)CC4)c(Cl)c1=O)(C3)C2,-1.7,6.6,-6.6,-1.3,7.2,2.0,2.5,99.6,0.1,0.0
CC12CCC(C(=O)N(c3nccs3)C1=O)C2(C)C (configuration not stated),0.6,18.5,1.9,-4.2,9.5,1.3,-0.2,94.2,-16.1,4.2
CS(=O)(=O)N1CCC(C(=O)Nc2cccc(F)c2)CC1,-0.6,8.9,8.3,-1.9,8.5,3.4,1.4,96.9,7.1,-1.9
COC(=O)c1ccccc1Oc1ccc(NC(=O)c2ccco2)cc1,-0.9,7.9,0.9,-1.7,-5.1,2.1,-0.3,112.4,10.2,-2.9
O=[N+]([O-])c1cccc(CSc2cccc[n+]2[O-])c1,3.4,9.5,5.6,-1.8,0.4,0.8,0.7,97.6,-17.6,6.2
COCCN(C(=O)COC(=O)CCC(=O)c1ccc(C)cc1)c1c(N)n(Cc2ccccc2)c(=O)[nH]c1=O,6.4,16.4,30.8,-3.2,-2.4,-2.0,1.2,98.1,-3.0,4.5
O=C(CSc1nnc(CNC(=O)c2ccccc2)o1)NCc1ccc(F)cc1,-8.3,11.5,-4.4,-2.1,5.4,3.9,-0.8,115.2,-10.6,-0.4
Cc1ccc2c(c1)[C@@H]1[C@H](CO2)[C@H](c2ccccc2)[C@@]2(C)C(=O)N[C@H](C)C(=O)N12,-0.2,6.0,-4.7,-1.0,-10.1,1.4,-0.4,106.0,1.1,-0.6
COc1cccc(NC(=O)COC(=O)c2sccc2C)c1,0.2,8.6,-5.2,-2.0,3.4,-0.5,-2.2,94.4,-22.8,6.0
COc1nnc(-c2ccc(N3CCOCC3)c(NC(=O)c3ccc(C)cc3)c2)c2ccccc12,-4.8,5.9,-7.4,-1.0,-10.3,1.4,-4.9,95.0,-19.8,-2.3
COc1ccc(NC(=O)C2CCCN(S(C)(=O)=O)C2)cc1 (configuration not stated),3.6,14.2,-7.2,-2.8,2.4,1.2,0.8,119.9,-6.2,1.6
N#Cc1c(C(F)(F)F)cc(-c2ccccc2)[nH]c1=O,2.1,8.2,4.0,-1.4,-0.5,-2.2,7.4,102.9,1.2,-0.4
CCc1nnc(NC(=O)c2cccs2)s1,-7.0,-2.8,0.8,0.5,3.1,3.3,0.1,109.6,7.0,1.1
Cc1cccc(NC(=O)COn2nnc3ccc(S(C)(=O)=O)cc32)c1,-1.4,-2.6,4.1,0.5,-4.8,1.8,-1.5,114.0,9.3,-3.4
CCOc1ccccc1N1CCN(CC(=O)NC(C)c2ccccc2)CC1 (configuration not stated),2.7,4.0,-6.0,-0.8,7.6,-3.9,0.8,118.7,8.5,-2.5
O=C(CC(O)c1ccncc1)c1ccccc1O (configuration not stated),-10.9,15.0,0.8,-3.4,2.8,-1.4,-1.5,96.8,11.2,-2.9
O=C(CN1c2cccc3cccc(c23)S1(=O)=O)NCCc1ccccc1,2.4,0.2,28.9,-0.1,-1.6,2.2,-1.1,111.7,-4.0,1.6
O=C(Nc1ccc(N2CCCCC2)cc1)c1cncc(Br)c1,3.6,0.4,4.9,-0.1,-3.0,-3.0,-0.4,.,-10.8,0.9
CCc1ccc2c(c1)C(c1ccc(N3CCOCC3)cc1)=NNC(c1ccncc1)=N2,5.1,-4.5,-7.0,0.9,3.1,-0.8,3.1,110.8,-4.3,-4.4
c1cn(CCCNc2ncnc3nc[nH]c23)cn1,-14.4,16.6,7.3,-3.0,9.8,1.8,2.3,98.2,5.5,-2.1
COc1ccc(CCCC(=O)NC2CCCCC2)cc1,-3.7,-5.2,4.7,0.9,1.4,-5.0,-1.8,103.0,-0.3,5.0
Cc1noc(NS(=O)(=O)c2ccc(NC(=O)c3ccc(OC(C)C)cc3)cc2)c1C,1.7,14.7,7.5,-2.9,4.8,2.3,3.5,79.2,-15.0,5.5
O=C(Nc1ccc2oc(-c3ccccc3F)nc2c1)c1ccco1,0.5,1.4,13.1,-0.2,-13.9,-0.7,0.8,84.6,-2.4,0.9
CCN(C(=O)CSc1nnc(-c2ccccc2C)n1C)c1c(N)n(Cc2ccccc2)c(=O)[nH]c1=O,-5.8,4.5,0.3,-0.7,-1.0,-2.7,1.2,97.2,-30.1,10.1
O=C1Nc2ccccc2Nc2ccccc21,5.2,15.5,-0.7,-3.2,-0.1,4.6,3.6,99.2,-3.5,0.9
N#Cc1c(N2CCN(C(=O)c3ccco3)CC2)nc(-c2ccccc2)c2c1CCCC2,-2.5,4.4,1.8,-0.8,-2.6,0.8,-5.5,99.1,0.1,-0.1
Cn1c(=O)c2c(nc(NCc3ccco3)n2CC(O)COc2ccccc2)n(C)c1=O (configuration not stated),7.5,10.1,-0.6,-2.0,9.6,7.9,-1.8,101.0,-20.9,9.5
CNc1ccccc(-c2ccc3ccccc3n2)c1=O,-4.5,-14.0,21.3,2.6,-1.8,1.0,2.9,107.6,-111.0,15.2*
Cc1ccc(-n2c(-c3nn(C)cc3Cl)n[nH]c2=S)cc1,-7.6,8.8,1.1,-1.7,-7.3,0.6,1.0,.,-7.1,3.4
O=C(c1cccs1)n1nc(-c2ccccc2)nc1NCc1ccco1,4.0,-4.1,7.8,0.8,-0.8,2.6,-22.5,.,-21.4,-2.7
O=C(CCS(=O)(=O)c1ccccc1)Nc1nc(-c2ccc(F)cc2)cs1,2.0,-8.7,-0.9,1.7,0.5,-1.9,-1.0,91.0,23.3,6.3
COc1ccc2c(c1)c1ncn(CCCN3CCOCC3)c(=O)c1n2C,-1.6,17.2,7.1,-3.3,3.9,-1.8,1.1,93.1,-11.6,-1.6
Cc1cc(C)n(-c2ccc(NC(=O)C3CCN(Cc4cc(C)c(C)o4)CC3)cc2)n1,1.0,14.8,3.9,-4.5,-0.5,-3.4,1.2,109.8,18.6,2.0
COc1ccc(-c2csc(NC(=O)[C@H](C)N3C(=O)C4CC=CCC4C3=O)n2)cc1OC (some centres not stated),-1.1,4.2,-11.9,-1.0,-0.6,3.5,-0.9,98.6,-3.6,1.5
Cc1ccc(NC(=O)C(=O)NNC(=O)c2ccccc2C)cc1Cl,-0.5,12.2,-5.7,-1.9,-3.5,0.7,1.4,.,-24.4,5.8
COc1ccc(CCNC(=O)CSc2nc3ccccc3c3nc(CCN4CCCCC4)nn23)cc1OC,11.2,11.9,6.8,-2.5,-2.0,-0.7,-0.7,115.8,-2.8,1.2
Cc1nnc(C)n1/N=C/c1cc(Br)ccc1O,-6.7,6.2,1.4,-1.1,4.9,-0.7,1.5,114.5,-22.3,-4.0
CC1CN(S(=O)(=O)c2csc(C(=O)Nc3ccccc3)c2)CC(C)O1 (configuration not stated),1.6,3.4,-7.7,-0.7,13.6,-0.8,-0.8,.,5.1,3.4
C=CCN=C1CCCc2c1[nH]c1ccc(C)cc21,-15.9,7.2,19.6,-1.4,-7.0,-3.6,-0.7,94.8,-19.4,1.2
O=C(CCC(=O)NNc1nc2ccccc2c2nc(-c3ccccc3)nn12)NCCCN1CCOCC1,-1.3,14.3,-0.4,-2.9,4.2,1.1,1.6,87.9,17.1,1.7
CC(C)OC(=O)C1C2C=CC3(CN(CC4CCCO4)C(=O)C13)O2 (configuration not stated),1.6,10.8,20.5,-1.9,-8.3,-3.1,2.8,88.7,-2.8,3.4
COC(=O)C1=C(C)N(C)C(C)=C(C(=O)OC)C1c1cccc(Br)c1,14.9,-1.9,-3.1,0.3,-6.9,0.9,-3.5,110.3,-17.1,5.8
COc1ccc(/C(C)=N/NC(=O)c2nc(C)cc(C)n2)cc1,-5.8,3.5,9.8,-0.7,1.9,0.2,-1.1,102.0,1.3,-1.6
COc1ccc(OCC(=O)NNC(=S)NC(=O)C2CC2)cc1,-1.0,17.6,-13.8,-2.6,-0.2,-0.8,1.8,103.5,-2.2,1.4
Cc1ccc2c(C(=O)CCl)c(C)[nH]c2c1,-9.0,5.8,-9.5,-1.1,4.4,2.1,0.4,91.6,7.0,-3.3
COc1ccccc1C(=O)OCC#CCSc1nnc(-c2cccc3ccccc23)o1,-12.3,1.0,19.6,-0.2,4.8,2.4,-11.9,97.6,-14.3,2.1
Cc1ccc(C(=O)N/C(=C\c2ccc(-c3cccc([N+](=O)[O-])c3)o2)C(=O)NCCCN(C)C)cc1,2.7,-21.3,-1.3,4.2,1.9,1.1,0.5,115.3,-15.2,4.0
Cc1nc(NCCc2ccccc2)c2nnn(Cc3ccccc3)c2n1,2.1,-37.9,30.6,7.7,-2.6,-3.2,-4.3,129.4,3.2,-0.8
Cc1cccn2c(=O)c3cc(C(=O)NC4CCCCC4)n(C)c3nc12,15.9,3.9,9.8,-0.8,0.3,3.3,0.5,101.1,-7.9,-1.4
Cc1onc(-c2ccccc2Cl)c1C(=O)N1CCN(C=O)CC1,3.6,14.1,-1.1,-2.6,3.3,7.8,2.9,.,12.6,1.8
C#CCN(C[C@@H]1[C@@H](OC(=O)NCc2ccccc2)[C@@H](OC(=O)NCc2ccccc2)CN(C(=O)OC(C)C)N1C(=O)OC(C)C)S(=O)(=O)c1ccc(C)cc1,-10.1,.,.,.,0.5,-2.0,-11.8,.,.,.
CS(=O)(=O)C1=NSC2=NC(=O)/C(=C\c3ccc(OS(=O)(=O)c4ccccc4)cc3)C(=N)N21,-8.8,16.9,38.3,-3.4,-3.2,-2.0,3.1,123.9,0.0,0.0
CCCCCOC(=O)Cn1c(N2CCOCC2)nc2c1c(=O)[nH]c(=O)n2C,-8.7,5.1,1.0,-0.9,2.1,4.4,2.1,107.5,0.0,-3.5

# Look-ups from the results shown.
# Result of Cc1cc(C)n(-c2ccc(NC(=O)C3CCN(Cc4cc(C)c(C)o4)CC3)cc2)n1 under PKA-R2B act: 1.0
# Result of Cc1nc(NCCc2ccccc2)c2nnn(Cc3ccccc3)c2n1 under V-ATPase pH: -3.2

# Compounds as they come (roughly 2.4% active in at least one column).
